High-throughput results: PubChem BioAssay, National Center for Advancing Translational Sciences (NCATS)
KDM4E inh: JMJD2E (human) inhibition. B2RXH2. JMJD2E catalytic domain, FDH-coupled NADH fluorescence (FDH is formaldehyde dehydrogenase). Potency, µM (highest dose often 57.1 µM), without a hit: at the highest dose activity change, negative = inhibition, actives largely listed as inhibitors. actives 1.6% (n = 230,000). AID 2147; active means well fitted inhibition curve with a large enough effect, not every such curve was filed as active; inconclusive means small, poorly fitted or top-dose-only effect, or another doubt; inactive means no such curve, though single readings can be large or run the other way;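 further: 0% = wells with enzyme and -100% = buffer wells without enzyme; nearly all actives have a fitted effect of over 50% in size; many of its hits are not listed in these tables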
Target sequence (B2RXH2 1-337 limits assumed): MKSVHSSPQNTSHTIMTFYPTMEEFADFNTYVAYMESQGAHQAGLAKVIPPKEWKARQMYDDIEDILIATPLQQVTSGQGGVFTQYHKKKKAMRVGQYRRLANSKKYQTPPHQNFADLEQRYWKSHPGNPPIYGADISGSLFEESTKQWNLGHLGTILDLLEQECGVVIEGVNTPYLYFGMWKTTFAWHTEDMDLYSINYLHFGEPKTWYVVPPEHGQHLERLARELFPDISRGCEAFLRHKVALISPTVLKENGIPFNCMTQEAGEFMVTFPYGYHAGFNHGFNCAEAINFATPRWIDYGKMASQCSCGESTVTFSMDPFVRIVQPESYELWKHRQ
RECQ1 inh: RECQ1 (human) helicase inhibition; P46063; AID 2549; Potency, µM (doses to about 57.3 µM), for inactives: at the highest dose activity, negative = inhibition, usual class: inhibitors; RECQ1 DNA unwinding, red fluorescence kinetic read; actives 0.54% (n = 240,000);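 further: plate controls were vehicle for no effect and no enzyme for full effect; nearly all actives have a fitted effect of over 30% in size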
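50 nM RECQ1T1 preincubated 15 min with compound in Tris pH 8.0 buffer with MgCl2, DTT, Tween-20 and 2.5 ug/ml poly(dI-dC); started with 200 nM TAMRA/BHQ-2 forked duplex and 2 mM ATP. Unwinding read as fluorescence (525/598 nm), two reads 2 h apart.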
SMN2 splice up: SMN2 splice variant enhancement. Potency, µM (doses to about 46.1 µM), for inactives: top-dose activity change, positive = activation, most hits filed as activators. HEK293 SMN2-luciferase splicing reporter, luminescence, 30-36 h. AID 1458. actives 2.8% (n = 210,000); further: % of control where 0% means no effect; nearly all actives have a fitted effect of over 55% in size
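qHTS luciferase splicing reporter: luminescence rises when SMN2 exon 7 is included in transfected HEK293 cells. Compound exposure lasted 30-36 h at 37C, with 4.5 mM final sodium butyrate as control, followed by a ONE-Glo read.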
Lamin A splicing: changes lamin A minigene splicing in HeLa cells | HeLa LMNA splicing GFP/RFP minigene ratio, 48 h | Potency, µM (titrated, usually from 46.1 µM), for inactives: at the highest dose ratio change, negative = inhibition, hits mostly inhibitors | actives 0.01% (n = 200,000) | AID 1487; active means well fitted inhibition curve with a large enough effect in the signal ratio, with a control signal flat, not every such curve was filed as active; inconclusive means small, poorly fitted or top-dose-only effect, or effect the other way, or a change in a side signal; the % refers to the signal ratio; further: on the % scale 0 is the no-effect control and ±100 the full control effect
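S3 HeLa stable clones carrying a lamin A-EGFP splicing minigene plus DsRed2 were seeded at 600 cells/well in Opti-MEM with 2% FBS, pin-dosed and incubated 48 h at 37°C. Acumen cytometry (488 nm) gave the GFP/RFP total-intensity ratio.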
Tau ThT inhib: inhibitors of human tau fibril formation, thioflavin T binding | AID 1460 | Potency, µM (series often up to 57.4 µM), for the others: at the top dose activity, negative = inhibition, most hits filed as inhibitors | recombinant tau K18 P301L (four-repeat tau fragment), heparin-induced fibrillization, ThT fluorescence | P10636 | actives 2.1% (n = 270,000); further: on the % scale 0 is the no-effect control and ±100 the full control effect; nearly all actives have a fitted effect of over 55% in size
Target sequence (P10636 561-689 P618L limits assumed): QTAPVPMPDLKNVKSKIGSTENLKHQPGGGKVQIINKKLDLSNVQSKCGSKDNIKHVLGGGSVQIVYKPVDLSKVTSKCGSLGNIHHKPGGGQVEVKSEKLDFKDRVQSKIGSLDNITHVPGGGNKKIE
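In this qHTS, human K18 P301L tau is incubated with compound and heparin for 6 hr at 37 C, and Thioflavin T fluorescence then reports fibril load.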
L3MBTL1 block: L3MBTL1 (human) inhibition; Q9Y468; AlphaScreen L3MBTL1–H3K9me1 peptide binding; Potency, µM (series often up to 57.1 µM), for inactives: at the highest dose activity, negative = inhibition, most hits filed as inhibitors; actives 0.66% (n = 230,000); AID 485360; further: on the % scale 0 is the no-effect control and ±100 the full control effect; nearly all actives have a fitted effect of over 60% in size
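AlphaScreen proximity signal between nickel-chelate acceptor and streptavidin donor beads (final 10 ug/mL) reports binding of 50 nM L3MBTL1 to 75 nM biotin-H3 K9me1 peptide; complex incubated with compounds 30 min at room temperature; cefsulodin titration as control.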
KinaseGlo FLuc: Kinase-Glo luciferase inhibition (counter-screen); actives 0.28% (n = 200,000); Kinase-Glo luciferase, ATP luminescence, 8 min; AID 1379; Potency, µM (highest dose often 38.3 µM), for inactives: top-dose activity change, negative = inhibition, usual class: inhibitors; further: on the % scale 0 is the no-effect control and ±100 the full control effect; nearly all actives have a fitted effect of over 60% in size
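Substrate mix (final 50 mM imidazole pH 7.2, 50 mM KCl, 7 mM MgCl2, 10 uM ATP, 0.01% Tween 20, 0.05% BSA) plus pin-tool compound, then Kinase-Glo detection mix; 8 min ambient, luminescence read.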
ALDH1A1 inh: ALDH1A1 (human) enzyme inhibition. P00352. Purified ALDH1A1, NADH fluorescence, propionaldehyde substrate. actives 7.3% (n = 220,000). Potency, µM (doses to about 75.3 µM), without a hit: at the top dose activity, negative = inhibition, usual class: inhibitors. AID 1030; active means well fitted inhibition curve with a large enough effect, not every such curve was filed as active; inconclusive means small, poorly fitted or top-dose-only effect, or another doubt; inactive means no such curve, though single readings can be large or run the other way;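 further: plate controls were no enzyme wells and a reference inhibitor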
Target sequence (P00352 whole entry, looked up): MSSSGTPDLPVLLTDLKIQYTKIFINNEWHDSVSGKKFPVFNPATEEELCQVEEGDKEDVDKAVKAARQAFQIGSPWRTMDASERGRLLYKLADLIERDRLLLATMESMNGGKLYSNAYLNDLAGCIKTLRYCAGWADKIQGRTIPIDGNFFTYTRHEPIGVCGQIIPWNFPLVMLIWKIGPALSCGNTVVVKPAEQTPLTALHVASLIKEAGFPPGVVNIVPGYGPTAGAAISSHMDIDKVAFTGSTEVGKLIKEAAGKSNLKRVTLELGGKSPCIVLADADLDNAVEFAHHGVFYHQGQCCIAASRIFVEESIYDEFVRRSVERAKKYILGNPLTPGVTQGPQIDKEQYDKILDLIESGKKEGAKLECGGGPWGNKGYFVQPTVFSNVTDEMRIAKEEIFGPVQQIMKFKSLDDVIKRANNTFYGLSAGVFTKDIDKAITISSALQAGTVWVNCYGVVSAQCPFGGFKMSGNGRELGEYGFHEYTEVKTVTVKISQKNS
* marks the source's active call; other numbers are inactive results; i = inactive; ? = inconclusive; . = not tested or not shown; & = joins results of further samples; [ ] = dose if it differs, or a comment. Unless noted, the call rests on the fitted dose curve; in most records, active means well fitted curve in the direction sought with a large enough effect; inconclusive means small, poorly fitted or top-dose-only effect, or another doubt; inactive means no such curve, though single readings can be large; an effect the other way counts as inactive or inconclusive. Potency means the concentration at half of the fitted maximal effect. Some of the compounds tested (hit frequency here may not be typical).

SMILES	RECQ1 inh	KinaseGlo FLuc	KDM4E inh	ALDH1A1 inh	Lamin A splicing	SMN2 splice up	L3MBTL1 block	Tau ThT inhib
CCn1c(-c2ccc([N+](=O)[O-])cc2)n[nH]c1=S	i	-4%	-5%	-5%	?	9%	-1%	-18%
CCOC(=O)NCCc1c(C)nc2c(c(C)nn2C(C)(C)C)c1C	i	2%	-12%	3%	-23%	-26%	.	-23%
COc1ccccc1N1CCN(C2=CC(=O)CCC2)CC1	-9%	-2%	-7%	-10%	9%	-3%	-4%	?
CN(C)S(=O)(=O)c1cccc(NC(=O)CN2C(=O)NC(CCc3ccccc3)C2=O)c1 (configuration not stated)	-8%	4%	-22%	-7%	-7%[46 µM]	3%	0%	-1%
N/C(=N\N=C\c1cccs1)SC1CC(=O)N(c2cccc([N+](=O)[O-])c2)C1=O (configuration not stated)	i	2%	-5%	8%	.	3%	2%	2%
Cc1onc(-c2ccccc2)c1NC(=O)N(CCC(=O)O)Cc1ccccc1	-10%	.	-4%	3%	.	.	0%	0%
Cc1ccc(S(=O)(=O)C(C#N)c2nc3ccccc3nc2OCCO)cc1 (configuration not stated)	i	0%	-11%	?	-13%[46 µM]	-5%	-3%	-16%
CCN(CC)CCN(C(=O)c1ccc(N2C(=O)CCC2=O)cc1)c1nc2cc3c(cc2s1)OCO3	-3%	7%	-28%	20µM*	15%[46 µM]	4%	.	?
Cc1ccc(C)n1CCN1CCN(C(=O)c2ccc(Cl)cc2)CC1	-20%	.	?	?	.	.	-7%	?
CCOc1ccccc1NS(=O)(=O)c1ccc(OC)c(OC)c1	i	1%	8%	-4%	0%	-10%	2%	3%
COc1ccc(NC(=S)N2C3CCC2CC(NC(=O)NC24CC5CC(CC(C5)C2)C4)C3)c(OC)c1 (configuration not stated)	0%	5%	11%	-6%	-3%	-14%	-3%	-8%
Cc1ccc(C)n1-c1ccc(C(=O)NCc2ccncc2)cc1	-14%	3%	-19%	?	?	4%	-6%	-13%
COc1cc(NC(=O)COC(=O)c2nc3nc(C)cc(C)n3n2)cc(OC)c1	-8%	6%	9%	10%	3%	?	10%	-4%
Cc1ccc2ncccc2c1N	-6%	.	-5%	8%	.	.	.	-14%
CC(C)c1cc(CN2CCN(CCC#N)CC2)cc(C(C)C)c1O	i	-5%	0%	-1%	3%	-2%	2%	-17%
CS(=O)(=O)Nc1ccc(C(=O)N2CCCC2)cc1	-5%	-5%	4%	?	5%	-24%	.	-1%
Cc1ccnn1CCSCC(=O)O	0%	0%	9%	5%	6%	0%	.	-10%
O=C(Nc1cccc([N+](=O)[O-])c1)C1CC(=O)N(Cc2ccccc2)C1 (configuration not stated)	i	.	0%	-1%	.	.	4%	0%
O=C(NC(=S)N(CCO)Cc1ccccc1)c1cc(Br)ccc1Cl	i	-2%	1%	?	.	16%	.	-7%
Cc1cc(C(C#N)c2ccccc2F)n2ncnc2n1 (configuration not stated)	i	4%	6%	16µM*	.	4%	9%	1%
Cc1cccc(N=C2NC(=O)c3cc([N+](=O)[O-])ccc32)c1	-5%	-2%	5%	5%	.	5%	.	-17%
CC(C)NS(=O)(=O)c1ccc(CCC(=O)Nc2cc(Cl)ccc2Oc2ccccc2)cc1	-9%	-2%	2%	17%	?	-39%[inhibitor]	.	-9%
COc1cccc(C(C)NC(=O)Nc2cccc(C(F)(F)F)c2)c1 (configuration not stated)	-9%	-2%	-1%	10%	?	-36%[inhibitor]	13%	9%
CCOC(=O)C1CCN(C(=O)COC(=O)c2ccc(Br)o2)CC1	-10%	-3%	-1%	-8%	14%	-8%	-9%	-18%
C=CCn1c(C)cc(C(=O)CSc2nnc(NCc3ccccc3)s2)c1C	-19%	0%	-7%	-8%	?	3%	-10%	?
Cc1cc(C(=O)NCCc2ccc(S(=O)(=O)NC(=O)NN3CCCCCC3)cc2)no1	-1%	2%[39.9 µM]	.	7%	.	.	.	-3%
COC(=O)c1cccc(CSc2nnc(C)s2)c1	-3%	3%	-2%	-5%	14%	27%	8%	-7%
CN(CC(=O)N1CCCCCC1)S(=O)(=O)c1ccc(F)cc1	16%	-3%	1%	-1%	14%[46 µM]	.	2%	9%
CCCCCCN(C(=O)CCCCCN1C(=O)NC(c2ccc(-c3ccccc3)cc2)C(C(=O)OCc2ccccc2)=C1C)C(C(=O)NCCCC)c1ccccc1 (configuration not stated)	2%	-4%	2%&-8%	3%	.	-2%	.	-9%&3%
CCOC(=O)c1c(C)noc1CP(=O)(c1ccccc1)c1ccccc1	i	-7%	-3%	0%	-1%	-28%	2%	3%
CC(C)OC(=O)c1cc2c(OC[C@@H](O)CNC(C)(C)C)cccc2[nH]1	-7%	-2%	?	?	.	.	.	-8%
CCCCCc1ccc(-c2ccc(OCC)cc2)nc1	-3%	1%	-28%	4%	?	.	61%[activator]	?
COc1ccc(CCNC(=O)c2cc(-c3ccco3)on2)cc1OC	-11%	-1%	-5%	-9%	?	-29%	.	?
COc1ccc(C(=O)Nc2c3c(nn2-c2cccc(Cl)c2)CS(=O)C3)cc1 (configuration not stated)	-7%	-5%	-3%	4%	-11%	3%	.	-7%
C=CCNC(=O)c1ccc(Cn2c(=S)[nH]c3cc4c(cc3c2=O)OCO4)cc1	-14%	2%	8%	-3%	3%	4%	8%	-4%
Cc1ccc2[nH]c3c(=O)n(CCC4=CCCCC4)cnc3c2c1	-1%	-8%	0%	5%	26%	-3%	1%	-11%
COc1ccc(CCN(C)CCC(=O)Nc2c(C)cc(C)cc2C)cc1OC	-4%	3%	0%	9%	17%	-8%	12%	0%
CCOC(=O)N1CCC(N2CCCC(CO)(Cc3cccc(OC)c3)C2)CC1 (configuration not stated)	i	0%	5%	7%	.	4%	8%	0%
COc1cc([C@@H]2c3cc4c(cc3[C@@H](O[C@@H]3O[C@H]5CO[C@@H](C)O[C@@H]5[C@@H](O)[C@H]3O)[C@@H]3COC(=O)[C@@H]23)OCO4)cc(OC)c1O	-10%	2%	1%	-1%	.	.	.	4%
COc1cc(/C=C/C(=O)OCC(=O)Nc2ccc3c(c2)OCCO3)ccc1OCC#N	-2%	1%	?	?	-4%	-1%	7%	-5%
Cc1ccc(C2/C(=C(\O)c3cnn(-c4ccccc4)c3C)C(=O)C(=O)N2CCN(C)C)o1 (configuration not stated)	-5%	0%	?	2%	?	-23%	-2%	-21%
CCS(=O)(=O)N1CCC(C(=O)NCc2cccc(OC)c2)CC1	i	.	-9%	3%	11%	.	4%	-7%
O=C(CC(O)(c1ccccc1)C(F)(F)C(F)F)c1cccs1 (configuration not stated)	i	3%	8%	3%	18%	0%	.	-6%
CCCn1nnnc1SCC(=O)NNC(=O)C1CCCCC1	-2%	-5%	4%	-8%	9%	-14%	-3%	-1%
CCn1c(SCC(=O)Nc2cccc(F)c2)nc2c(c1=O)SC(C)C2 (configuration not stated)	-7%	1%	0%	?	?	-25%	-6%	-1%
COc1ccc(OC)c(NC(=O)C23CCC(C)(C(=O)C2)C3(C)C)c1 (configuration not stated)	0%	0%	-2%	-12%	-1%	2%	3%	-9%
COc1ccc(/C(O)=C2\C(=O)C(=O)N(CCN(C)C)C2c2cccc(OC)c2OC)cc1 (configuration not stated)	i	5%	0%	-6%	-5%	-5%	-1%	-4%
Cn1cc([N+](=O)[O-])c(C(=O)N(Cc2ccccc2)Cc2ccccc2)n1	i	2%	-7%	-10%	1%	-7%	5%	-4%
O=C(O)COc1ccc(/C=C/c2ccc3cccc([N+](=O)[O-])c3n2)cc1	-12%	2%	-7%	?	2%	24%	-8%	7.9µM*
CCOC(=O)N1CCN(C(=O)C(NC(=O)c2ccc(CC)cc2)C(C)C)CC1 (configuration not stated)	-4%	-1%	-4%	4%	?	-10%	-7%	3%
CCOC(=O)c1c(C)[nH]c(C(=O)COC(=O)CSC)c1C	-9%	1%	0%	-2%	-8%	8%	.	-21%
CC(=O)N1CCN(Cc2nc3cc(Cl)ccc3c(=O)[nH]2)CC1	-11%	4%	3%	-6%	?	7%	10%	-2%
COc1cc(Cl)c(C)cc1NC(=O)CSc1ccccc1	2%	0%	3%	?	-7%	-10%	50%[activator]	-11%
Cc1nc2sc(C(c3cccc(F)c3)N3CCCC(C)C3)c(O)n2n1 (configuration not stated)	-2%	-4%	5%	1%	0%	-8%	3%	-8%
CC(C)C[C@H](NC(=O)[C@@H]1O[C@H]1C(=O)O)C(=O)NCCCCN=C(N)N	-3%	3%	-9%	2%	-14%	-15%	0%	-3%
COc1cccc(/C=C2\SC(=S)N(C(C(=O)O)c3ccccc3)C2=O)c1OC (configuration not stated)	18%	.	4%	.	.	.	-5%	?
c1ccc(N(c2ccccc2)c2nc(N3CCOCC3)nc(N3CCOCC3)n2)cc1	-4%	-6%	-1%	9%	4%	-8%	2%	-11%
Nc1ncc(Br)cc1S(=O)(=O)NCCC(=O)N1CCN(c2ccccn2)CC1	-5%	2%	?	?	?	-38%[inhibitor]	8%	?
CN(C(=S)NC(=O)/C=C/c1ccc(F)cc1)C1CCCCC1	4%	-1%	-9%	?	?	-22%	-1%	?

An excerpt from above in order of the SMN2 splice up value, rising.
SMILES,SMN2 splice up
CCOC(=O)N1CCN(C(=O)C(NC(=O)c2ccc(CC)cc2)C(C)C)CC1 (configuration not stated),-10%
Cc1nc2sc(C(c3cccc(F)c3)N3CCCC(C)C3)c(O)n2n1 (configuration not stated),-8%
CC(=O)N1CCN(Cc2nc3cc(Cl)ccc3c(=O)[nH]2)CC1,7%
